# GLS inhibitor: blocks human kidney-isoform glutaminase activity | AID 624170 | hit rate 0.21% among 410,000 | Potency, µM (titrated, usually from 45.5 µM), for the others: at the top dose activity change, negative = inhibition, actives largely listed as inhibitors | GLS enzymatic activity, qHTS titration; also: potency is read from the fitted curve at half-maximal effect; % is scaled to controls: 0 for no effect and ±100 for the full control effect
# Target sequence (O94925 whole entry, looked up, canonical isoform): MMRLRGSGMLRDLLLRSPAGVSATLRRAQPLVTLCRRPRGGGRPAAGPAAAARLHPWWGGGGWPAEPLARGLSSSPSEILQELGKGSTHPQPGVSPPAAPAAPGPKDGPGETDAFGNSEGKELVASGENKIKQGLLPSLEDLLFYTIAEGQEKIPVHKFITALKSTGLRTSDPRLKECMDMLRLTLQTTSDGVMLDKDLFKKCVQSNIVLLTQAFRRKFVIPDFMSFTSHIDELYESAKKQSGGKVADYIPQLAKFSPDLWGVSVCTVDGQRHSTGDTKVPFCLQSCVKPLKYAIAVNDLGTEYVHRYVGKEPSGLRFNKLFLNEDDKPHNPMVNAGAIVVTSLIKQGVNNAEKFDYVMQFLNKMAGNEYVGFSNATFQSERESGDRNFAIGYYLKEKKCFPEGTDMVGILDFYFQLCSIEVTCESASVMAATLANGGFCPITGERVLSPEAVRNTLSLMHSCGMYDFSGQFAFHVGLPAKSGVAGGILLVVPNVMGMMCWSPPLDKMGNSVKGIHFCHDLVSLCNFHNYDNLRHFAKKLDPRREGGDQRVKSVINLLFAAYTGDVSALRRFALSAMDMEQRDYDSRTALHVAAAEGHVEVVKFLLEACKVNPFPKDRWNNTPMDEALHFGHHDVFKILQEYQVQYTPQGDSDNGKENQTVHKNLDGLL
#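 Human kidney-isoform GLS in 45 mM KH2PO4 pH 8.2, 0.02% Tween-20, with compound, started with 1mM L-Glutamine (added stock). Glutamate oxidase/HRP/Amplex red coupled fluorescence read at start and after 30 min at RT.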
# Tb PGK inh: inhibitors of T. brucei phosphoglycerate kinase; PGK/GAPDH coupled, Kinase-Glo luminescence, 60 min; Potency, µM (series often up to 57.5 µM), inactives show top-dose activity change, negative = inhibition, hits mostly inhibitors; hit rate 0.043% among 380,000; AID 602233; also: potency is read from the fitted curve at half-maximal effect; % is scaled to controls: 0 for no effect and ±100 for the full control effect; nearly all actives have a fitted effect of over 60% in size
# Target sequence (P07378 whole entry, looked up): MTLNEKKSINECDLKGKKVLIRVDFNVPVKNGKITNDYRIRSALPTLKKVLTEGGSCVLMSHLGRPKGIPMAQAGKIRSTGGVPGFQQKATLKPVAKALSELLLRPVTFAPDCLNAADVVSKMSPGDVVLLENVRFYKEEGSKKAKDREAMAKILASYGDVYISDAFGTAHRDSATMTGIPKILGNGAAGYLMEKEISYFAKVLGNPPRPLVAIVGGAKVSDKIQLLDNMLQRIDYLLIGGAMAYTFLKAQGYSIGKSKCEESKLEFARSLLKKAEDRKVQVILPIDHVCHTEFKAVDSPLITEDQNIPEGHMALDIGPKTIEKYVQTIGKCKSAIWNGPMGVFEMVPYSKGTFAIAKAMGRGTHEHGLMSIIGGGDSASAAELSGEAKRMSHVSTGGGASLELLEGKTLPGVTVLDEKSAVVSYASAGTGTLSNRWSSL
#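 Luminescent ATP detection (Kinase-Glo Plus) follows a 60-minute room-temperature incubation, with wells lacking PGK as controls. Buffer: 100 mM TEA (pH 7.6), 5 mM MgCl2, 0.01% Tween-20. Coupling enzyme GAPDH (100 nM final) supplies unstable 1,3-BPG in-well.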
# Pin1 inhibitor: human Pin1 inhibition; AID 504891; Q13526; hit rate 0.009% among 390,000; Pin1 FP peptide displacement, HiFluor488, 10 min; Potency, µM (top dose mostly 115 µM), for the others: at the top dose activity, negative = inhibition, most hits filed as inhibitors; active = well fitted inhibition curve with a large enough effect in the polarisation, with a control signal flat, not every such curve was filed as active; inconclusive = small, poorly fitted or top-dose-only effect, or effect the other way, or a change in a side signal; inactive = no such curve, though single readings can be large or run the other way; the % refers to the polarisation; also: potency is read from the fitted curve at half-maximal effect; % is scaled to controls: 0 for no effect and ±100 for the full control effect
# TrxR1 substrate: substrates of rat thioredoxin reductase 1; O89049; purified TrxR1 substrate turnover, NADPH consumption readout; Potency, µM (doses to about 114 µM), for the others: top-dose activity change, negative = substrate turnover; hit rate 0.01% among 390,000; AID 588456; also: potency is read from the fitted curve at half-maximal effect; % is scaled to controls: 0 for no effect and ±100 for the full control effect; nearly all actives have a fitted effect of over 50% in size
#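 Rat TrxR1, dispensed at 90 nM, was prereduced with 400 uM NADPH (final) for 5 min at ~22 deg C, then incubated with compound 15 min before 400 uM selenite. A first-read NADPH fluorescence drop versus no-compound background flagged substrates.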
# TrxR1 inh: inhibitors of rat thioredoxin reductase 1; O89049; recombinant rTrxR1, NADPH fluorescence consumption, selenite substrate; Potency, µM (series often up to 114 µM), for inactives: top-dose activity change, negative = inhibition, hits mostly inhibitors; hit rate 1% among 390,000; AID 588453; also: potency is read from the fitted curve at half-maximal effect; % is scaled to controls: 0 for no effect and ±100 for the full control effect; nearly all actives have a fitted effect of over 65% in size
#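 Rat TrxR1 (90 nM in the dispensed reagent) was pre-reduced with 400 uM NADPH for 5 min at room temperature, then incubated with compound for 15 min. After 400 uM selenite was added, NADPH fluorescence (Ex 340/Em 450 nm) was followed for 8 min.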
# HP1b chromo inh: HP1-beta chromodomain-methylated histone interaction inhibition | P83916 | AlphaScreen HP1-beta / biotin-H3K9me3 peptide binding | Potency, µM (series often up to 114 µM), inactives show at the highest dose activity change, negative = inhibition, hits mostly inhibitors | hit rate 0.56% among 390,000; also: potency is read from the fitted curve at half-maximal effect; nearly all actives have a fitted effect of over 70% in size; inactives centre near 23
#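 HP1-beta protein (50 nM final) preincubated 30 min at room temperature with biotinylated H3(1-18)K9me3 peptide (50 nM) in PBS pH 7.4, 0.01% Tween-20, then compound added for 30 min. AlphaScreen streptavidin donor/nickel chelate acceptor beads (10 ug/mL final), 30 min dark, luminescence read.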
# IDH1 R132H inh: blocks human mutant IDH1 R132H enzyme. IDH1-R132H enzyme, NADPH consumption, diaphorase/resazurin fluorescence. Potency, µM (series often up to 76.6 µM), for the others: at the top dose activity change, negative = inhibition, usual class: inhibitors. hit rate 0.093% among 390,000; also: potency is read from the fitted curve at half-maximal effect; % is scaled to controls: 0 for no effect and ±100 for the full control effect; nearly all actives have a fitted effect of over 65% in size
#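 IDH1-R132H (0.5 ug/mL) preincubated 30 min with compound, then NADPH (0.016 mM) and alpha-KG (2 mM) added; 80 min at RT, pH 7.5. Remaining NADPH coupled via diaphorase/resazurin to fluorescence (540/590 nm); concentration-response curves normalized to no-enzyme control.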
# PI4K2A inh: inhibitors of human PI4K2A | Q9BTU6 | AID 1346378 | activity change, negative = inhibition, % at 76.9 µM | purified PI4K2A, ADP-Glo luminescence, 1 h; hits give low values | hit rate 0.13% among 420,000; in the data active = activity change below about -50%; inconclusive = mostly about -30% to -49%;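 also: -100% = wells without enzyme as full effect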
#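 In this quantitative HTS, ADP production by PI4K2A was quantified luminescently after 1 h at ambient temperature; 100 microM adenosine served as plate-quality control.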
# USP1-UAF1 inh: USP1/UAF1 (human) deubiquitinase inhibition | recombinant USP1/UAF1, Ub-Rhodamine cleavage fluorescence | Potency, µM (titrated, usually from 57.1 µM), inactives show at the highest dose activity change, negative = inhibition, actives largely listed as inhibitors | hit rate 0.23% among 390,000; also: potency is read from the fitted curve at half-maximal effect; % is scaled to controls: 0 for no effect and ±100 for the full control effect; nearly all actives have a fitted effect of over 60% in size; inactives centre near -12
#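 1 nM enzyme complex + cpd, 15 min RT; start with Ub-Rho 150nM final; kinetic fluorescence ex 480/em 540, 6 reads q60 s. Buffer 50mM HEPES pH 7.8, 0.5mM EDTA, 0.1 mg/ml BSA, 1mM TCEP, 0.01% Tween-20.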
# * hit, by the source's call; i = inactive; ? = inconclusive; [ ] = another dose, or the depositor's remark. Unless noted, calls follow the shape of the dose curve; as a rule, active = well fitted curve in the direction sought with a large enough effect; inconclusive = small, poorly fitted or top-dose-only effect, or another doubt; inactive = no such curve, though single readings can be large; an effect the other way counts as inactive or inconclusive. Only part of the results is shown, so the mix of outcomes need not match the whole.
item | SMILES | GLS inhibitor | Tb PGK inh | Pin1 inhibitor | TrxR1 substrate | TrxR1 inh
1 | CCCCCNS(=O)(=O)c1cc2c3c(c1)CCC(=O)N3CCC2 | 1.1% | 9.8% | -10.2% | -0.8% | -7.0%
2 | CCN1C(=O)C(CC(=O)N2CCN(C(c3ccccc3)c3ccccc3)CC2)N(CC)C1=O (centres undefined) | -0.3% | 3.8% | 2.6% | -3.9% | ?
3 | OC(c1ccccc1)(c1ccccc1)c1ccn[nH]1 | 2.0% | -0.3% | -2.5% | 1.9%[57.1 µM] | -1.0%[57.1 µM]
4 | Nn1c(SCC(=O)Nc2ccc3c(c2)OCO3)nnc1C(F)(F)F | 0.9% | 0.9% | 4.2% | 8.1%[11.4 µM] | 16.6%[11.4 µM]
5 | CCOc1cc(N2CCOCC2)c(OCC)cc1NC(=O)COC(=O)c1cccc2ccccc12 | 2.8% | i | -5.3% | -2.2% | 14.4%
6 | CC(=O)c1c(C(C)=O)c(C)n(-c2ccc(N)c(C)c2)c1C | -2.8% | -18.3% | -9.8% | -4.9% | -4.2%
7 | COc1cc(OC)cc(C(=O)NCCCN2CCOCC2)c1 | 9.2% | 1.8% | 4.0% | -3.6% | -7.9%
8 | COc1ccc(C(=O)NC2CCCc3ccccc32)cc1[N+](=O)[O-] (centres undefined) | -17.5% | i | -4.4% | -6.0%[57.1 µM] | 1.8%[57.1 µM]
9 | C#CCOCCOCCOCCNc1nc(N2CCOCC2)nc(N2CCN(C(=O)[C@H](C)n3cc(CCC(=O)O)nn3)CC2)n1 | 4.9% | -9.6% | 0.0% | 3.1% | -4.6%
10 | CSc1ccc(/C=C(/NC(=O)c2ccccc2)C(=O)NCCN2CCOCC2)cc1 | -4.1% | i | -13.1% | -12.1% | -17.3%
11 | CCC1CCCCN1S(=O)(=O)c1ccc(S(=O)(=O)N(Cc2ccccn2)CC2CCCO2)cc1 (centres undefined) | -12.2% | -7.3% | -2.2% | -9.0% | -2.7%
12 | COc1ccc(CN2C(=O)c3cccnc3C2=O)cc1S(=O)(=O)NC1CCCCC1C (centres undefined) | -14.7% | -10.7% | 0.0% | 8.0% | 33.1%[activator]

item | HP1b chromo inh | IDH1 R132H inh | PI4K2A inh | USP1-UAF1 inh
1 | 23.4% | -7.6% | 1.9 | -21.9%
2 | 16.6% | -1.2% | 0.4 | -11.4%
3 | 35.4% | -6.8% | -0.2 | -15.3%
4 | ? | 5.6% | -3.9 | ?
5 | 37.2% | 0.0% | -2.1 | -8.3%
6 | 27.7% | 4.0% | -1.5 | -11.7%
7 | 28.6% | -1.2% | 2.4 | -1.5%
8 | 22.5% | 3.7% | -1.2 | -13.9%
9 | 15.2% | -2.9%[38.3 µM] | -2.8 | -24.9%
10 | 24.1% | 6.4% | 2.3 | -7.2%
11 | 23.1% | 2.5% | 0.0 | -22.6%
12 | 26.2% | 0.8% | -0.4 | -25.9%

item | SMILES | GLS inhibitor | Tb PGK inh | Pin1 inhibitor | TrxR1 substrate | TrxR1 inh
13 | CC(NC(=O)COC(=O)C1(C)CC1(Cl)Cl)c1ccccc1 (centres undefined) | 1.3% | -7.3% | -7.5% | 6.7% | 15.5%
14 | COC(=O)C1CCN(CC(=O)NC(=O)Nc2ccccc2F)CC1 | -0.6% | -1.9% | -11.8% | 12.8% | 24.3%
15 | CCCOc1ccc(C(=O)C(CN2CCCC2)c2ccccc2)cc1 (centres undefined) | -16.0% | 1.2% | -1.4% | -5.2%[57.1 µM] | -1.4%[57.1 µM]
16 | O=C(c1ccc(NC2=NC3CS(=O)(=O)CC3S2)cc1)N(CCO)Cc1ccccc1 (centres undefined) | -5.0% | -0.5% | -2.3% | 4.0% | 9.0%
17 | Nc1c(C(=O)N/N=C/c2ccccc2)cnn1-c1ccccc1 | -1.0% | -3.2% | -0.1% | -2.9% | 25.1%
18 | O=C(CSc1nnc(Cc2ccccc2)o1)NCCN1C(=O)CSC1=O | 10.6% | -2.7% | -5.0% | -3.9% | -3.9%
19 | COc1ccccc1NC(=O)CSc1nnnn1C | 0.1% | i | 0.1% | 9.3% | 26.8%
20 | CCCCCCN=C(C)c1ccccc1O | 1.3% | -6.2% | 0.1% | -5.0% | 18.0%[57.1 µM]
21 | Cc1cc(C)cc(Oc2ccccc2/C=N\O)c1 | 0.8% | -0.4% | -0.3% | -11.8% | 18.4%[57.1 µM]
22 | COC(c1ccccc1)c1nnc(CCC(=O)NCCC(C)C)o1 (centres undefined) | 14.5% | -9.1% | 1.5% | 5.3%[57.1 µM] | 10.3%[57.1 µM]
23 | CCC(=O)Nc1nc(C)nc(C)c1C(C)=O | 1.3% | i | -4.6% | 7.2%[57.1 µM] | 12.5%[57.1 µM]
24 | CCC1Oc2ccc(C)cc2N(CC(=O)NCCC2=CCCCC2)C1=O (centres undefined) | -1.3% | i | -1.8% | 0.4% | 15.4%
25 | C=C(C)c1ccc(C(C)(C)NC(=O)N2CCN(C)CC2)cc1 | 14.5% | -1.8% | -7.2% | 2.0%[57.1 µM] | 1.0%[57.1 µM]
26 | O=S(=O)(c1cccc(S(=O)(=O)N2CCC(n3nnc4ccccc43)CC2)c1)N1CCCCC1 | 0.3% | -2.3% | 63.0%[activator] | -8.0% | -4.0%

item | HP1b chromo inh | IDH1 R132H inh | PI4K2A inh | USP1-UAF1 inh
13 | 43.9%[activator] | 5.4% | -2.9 | -17.4%
14 | 5.9% | -0.3% | -1.6 | -10.6%
15 | 39.2%[activator] | 3.2% | 20.6 | -4.6%
16 | 36.5% | 6.7% | 3.9 | -11.1%
17 | 32.1%[activator] | -1.2% | -2.7 | -21.0%
18 | 27.6% | 0.5% | -1.3 | -12.3%
19 | 6.8% | 1.8% | -1.8 | -23.7%
20 | 21.7% | 4.7% | 0.1 | 1.5%
21 | 29.0% | 4.7% | -5.3 | -26.0%
22 | 17.3% | -5.5% | 2.1 | -15.8%
23 | 8.4% | 2.1% | 1.4 | -3.2%
24 | 22.6% | 5.4% | 1.8 | -6.0%
25 | 36.5% | 4.9% | 3.4 | 3.2%
26 | 24.4% | 5.4% | -2.4 | -15.1%

# Shown with bars between the fields: part of the list above
cpd | molecule | GLS inhibitor | Tb PGK inh | Pin1 inhibitor | TrxR1 substrate | TrxR1 inh | HP1b chromo inh | IDH1 R132H inh | PI4K2A inh | USP1-UAF1 inh
15 | CCCOc1ccc(C(=O)C(CN2CCCC2)c2ccccc2)cc1 (centres undefined) | -16.0% | 1.2% | -1.4% | -5.2%[57.1 µM] | -1.4%[57.1 µM] | 39.2%[activator] | 3.2% | 20.6 | -4.6%
16 | O=C(c1ccc(NC2=NC3CS(=O)(=O)CC3S2)cc1)N(CCO)Cc1ccccc1 (centres undefined) | -5.0% | -0.5% | -2.3% | 4.0% | 9.0% | 36.5% | 6.7% | 3.9 | -11.1%
17 | Nc1c(C(=O)N/N=C/c2ccccc2)cnn1-c1ccccc1 | -1.0% | -3.2% | -0.1% | -2.9% | 25.1% | 32.1%[activator] | -1.2% | -2.7 | -21.0%
18 | O=C(CSc1nnc(Cc2ccccc2)o1)NCCN1C(=O)CSC1=O | 10.6% | -2.7% | -5.0% | -3.9% | -3.9% | 27.6% | 0.5% | -1.3 | -12.3%
19 | COc1ccccc1NC(=O)CSc1nnnn1C | 0.1% | i | 0.1% | 9.3% | 26.8% | 6.8% | 1.8% | -1.8 | -23.7%
20 | CCCCCCN=C(C)c1ccccc1O | 1.3% | -6.2% | 0.1% | -5.0% | 18.0%[57.1 µM] | 21.7% | 4.7% | 0.1 | 1.5%
21 | Cc1cc(C)cc(Oc2ccccc2/C=N\O)c1 | 0.8% | -0.4% | -0.3% | -11.8% | 18.4%[57.1 µM] | 29.0% | 4.7% | -5.3 | -26.0%
22 | COC(c1ccccc1)c1nnc(CCC(=O)NCCC(C)C)o1 (centres undefined) | 14.5% | -9.1% | 1.5% | 5.3%[57.1 µM] | 10.3%[57.1 µM] | 17.3% | -5.5% | 2.1 | -15.8%
23 | CCC(=O)Nc1nc(C)nc(C)c1C(C)=O | 1.3% | i | -4.6% | 7.2%[57.1 µM] | 12.5%[57.1 µM] | 8.4% | 2.1% | 1.4 | -3.2%
24 | CCC1Oc2ccc(C)cc2N(CC(=O)NCCC2=CCCCC2)C1=O (centres undefined) | -1.3% | i | -1.8% | 0.4% | 15.4% | 22.6% | 5.4% | 1.8 | -6.0%
25 | C=C(C)c1ccc(C(C)(C)NC(=O)N2CCN(C)CC2)cc1 | 14.5% | -1.8% | -7.2% | 2.0%[57.1 µM] | 1.0%[57.1 µM] | 36.5% | 4.9% | 3.4 | 3.2%
26 | O=S(=O)(c1cccc(S(=O)(=O)N2CCC(n3nnc4ccccc43)CC2)c1)N1CCCCC1 | 0.3% | -2.3% | 63.0%[activator] | -8.0% | -4.0% | 24.4% | 5.4% | -2.4 | -15.1%

# Assay outcomes as filed in PubChem BioAssay.
